# Nrf2 ARE act: qHTS of Nrf2 Activators. AID 624171, 2012. Potency, µM (top dose mostly 46.1 µM), for inactives: at the top dose activation, hits mostly activators. AREc32 ARE-luciferase reporter (MCF7-derived line), luminescence, 24 h. 410,000 tested, 0.31% active; further: % of control where 0% means no effect; nearly all actives have a fitted effect of over 65% in size
#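 ARE activation measured as luciferase luminescence (Steady-Glo, 30 min RT) in AREc32_Fluc cells after 24 hr compound exposure at 37 deg C, 5% CO2; cells seeded overnight at 1000/well in OPTI-MEM, 5% FBS.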
# ATXN2 expr inh: Primary qHTS for Inhibitors of ATXN expression; HEK-293 ATXN2-luciferase reporter, luminescence, 24 h; Potency, µM (titrated, usually from 57 µM), inactives show at the highest dose activity change, negative = inhibition, actives largely listed as inhibitors; 360,000 tested, 0.72% active; further: on the % scale 0 is the no-effect control and ±100 the full control effect; nearly all actives have a fitted effect of over 55% in size
#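 qHTS (up to 57 uM final) was run with 24 h compound exposure of reporter cells at 37 °C. Each well was multiplexed: SteadyGlo luminescence measured ATXN2-luciferase expression after a fluorogenic Gly-Phe-AFC viability readout (25 uM final).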
# MCF10A rereplic: A quantitative high throughput screen for small molecules that induce DNA re-replication in MCF 10a normal breast cells; MCF 10A DNA re-replication, Hoechst nuclear intensity, 48 h; Potency, µM (doses to about 46.1 µM), inactives show at the highest dose activity, positive = re-replication, actives largely listed as activators; 350,000 tested, 2.9% active; further: % of control where 0% means no effect; nearly all actives have a fitted effect of over 50% in size
# A549 viability: Nrf2 qHTS screen for inhibitors: counterscreen for cytotoxicity. AID 504648, 2011. Potency, µM (doses to about 46 µM), for inactives: at the highest dose activity change, negative = cytotoxicity, usual class: inhibitors. A549 ARE-Fluc cells, CellTiter-Fluor viability, 18-24 h. 390,000 tested, 0.16% active; further: on the % scale 0 is the no-effect control and ±100 the full control effect
#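 A549 ARE-Fluc cells in 5% FBS OPTI-MEM, 5000 cells/well, rested 2 h then exposed to compounds in concentration-response for 18-24 h at 37 °C. Viability by CellTiter-Fluor fluorescence (Ex 405/Em 525) after 30 min; luciferase luminescence (BugLite, 15 min, RT) read afterwards.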
# TGFb inhibitor: qHTS for Inhibitors of TGF-b | HepG2 CAGA-GFP TGF-b/SMAD3 reporter, GFP fluorescence, 18 h; TGF-beta stimulated, 500 pg/mL final | Potency, µM (titrated, usually from 46.1 µM), for the others: top-dose activity, negative = inhibition, hits mostly inhibitors | 410,000 tested, 1.2% active; further: on the % scale 0 is the no-effect control and ±100 the full control effect; nearly all actives have a fitted effect of over 65% in size
#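 Inhibition was scored as loss of TGF-beta-induced (500 pg/mL final, 18 hours, 37 degrees C) GFP in HEPG2 cells carrying a CAGA-GFP reporter, in DMEM with 1% FBS. Well GFP was summed per cell; Activity was normalised to unstimulated and stimulated DMSO wells, then concentration-response fitting.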
# HepG2 viability: qHTS for Inhibitors of TGF-b: Cytotox Counterscreen; HepG2 CAGA-GFP viability, ATP luminescence, 18 h; Potency, µM (top dose mostly 46.1 µM), for inactives: top-dose activity change, negative = cytotoxicity, usual class: cytotoxic; 410,000 tested, 0.76% active; further: some results filed as inactive show a strong effect at the top dose
#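 CellTiter-Glo luminescence gave cytotoxicity after 18 hours at 37 degrees C. The cells were HepG2 CAGA-GFP in 1% FBS DMEM, stimulated with 500 pg/mL TGF-beta after compound addition. %Activity was normalised to no-cell wells (complete cell-killing) and DMSO (no toxicity), and curves were fitted and classified.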
# Nrf2 inh: Nrf2 qHTS screen for inhibitors; A549 ARE-Fluc reporter, luciferase luminescence, 18-24 h; Potency, µM (highest dose often 46 µM), inactives show at the highest dose activity change, negative = inhibition, hits mostly inhibitors; 360,000 tested, 2.1% active; further: on the % scale 0 is the no-effect control and ±100 the full control effect; nearly all actives have a fitted effect of over 60% in size
#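 Nrf2 activity is the BugLite luminescence, read 15 min after reagent at room temperature, following CellTiter-Fluor cytotoxicity readout (30 min, 37C). Compound titrations were applied for 18-24 h to 5000 A549 ARE_Fluc cells/well in 5% FBS OPTI-MEM.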
# EPAC2 antag: qHTS for Antagonist of cAMP-regulated guanine nucleotide exchange factor 2 (EPAC2): primary screen. Rap guanine nucleotide exchange factor 4 (Homo sapiens), Q8WZA2. EPAC2 GEF exchange of Rap1B-BODIPY-GDP, fluorescence. Potency, µM (doses to about 114 µM), for inactives: top-dose activity, negative = inhibition, hits mostly inhibitors. 360,000 tested, 0.18% active; further: on the % scale 0 is the no-effect control and ±100 the full control effect; nearly all actives have a fitted effect of over 45% in size; many of its hits are not listed in these tables
# Target sequence (Q8WZA2 whole entry, looked up): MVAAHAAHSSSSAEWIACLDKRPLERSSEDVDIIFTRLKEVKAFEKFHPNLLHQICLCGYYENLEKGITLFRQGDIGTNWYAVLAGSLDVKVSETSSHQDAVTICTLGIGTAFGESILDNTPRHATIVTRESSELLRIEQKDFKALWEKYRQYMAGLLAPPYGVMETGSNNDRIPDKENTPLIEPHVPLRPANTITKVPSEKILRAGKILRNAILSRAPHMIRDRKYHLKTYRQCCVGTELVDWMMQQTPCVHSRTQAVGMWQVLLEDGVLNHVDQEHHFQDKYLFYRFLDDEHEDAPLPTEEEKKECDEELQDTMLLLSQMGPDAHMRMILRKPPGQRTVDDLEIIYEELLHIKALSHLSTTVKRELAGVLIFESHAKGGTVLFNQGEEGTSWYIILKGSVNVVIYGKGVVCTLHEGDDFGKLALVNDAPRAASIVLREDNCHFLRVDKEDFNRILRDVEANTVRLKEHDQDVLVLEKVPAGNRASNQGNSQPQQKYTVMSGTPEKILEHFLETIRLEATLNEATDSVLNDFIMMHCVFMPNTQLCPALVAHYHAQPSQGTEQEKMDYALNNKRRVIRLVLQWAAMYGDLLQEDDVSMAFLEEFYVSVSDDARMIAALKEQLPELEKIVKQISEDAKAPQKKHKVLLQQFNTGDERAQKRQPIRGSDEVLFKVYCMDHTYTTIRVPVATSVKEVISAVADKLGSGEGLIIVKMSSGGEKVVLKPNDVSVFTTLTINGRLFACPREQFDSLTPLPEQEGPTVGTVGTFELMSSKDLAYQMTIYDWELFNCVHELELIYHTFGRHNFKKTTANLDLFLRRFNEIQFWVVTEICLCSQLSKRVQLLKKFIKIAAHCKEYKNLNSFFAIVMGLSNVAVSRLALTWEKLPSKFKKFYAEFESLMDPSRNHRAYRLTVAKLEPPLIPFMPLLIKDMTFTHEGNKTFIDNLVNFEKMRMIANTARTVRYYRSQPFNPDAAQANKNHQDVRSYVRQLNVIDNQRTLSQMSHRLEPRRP
# S2 tox: Viability Counterscreen for Primary qHTS for Inhibitors of ATXN expression | S2 cells (HEK-293 line with an ATXN2-luciferase reporter) viability, CellTiter-Fluor protease fluorescence, 24 h | Potency, µM (titrated, usually from 56.7 µM), most hits filed as cytotoxic | 400,000 tested, 0.49% active; further: nearly all actives have a fitted effect of over 40% in size
# Starred values were filed as active, the others as inactive; i = inactive; ? = inconclusive; . = not tested or not shown; [ ] = dose if it differs, or a comment. The call rests on the fitted dose curve; in most records, active means well fitted curve in the direction sought with a large enough effect; inconclusive means small, poorly fitted or top-dose-only effect, or another doubt; inactive means no such curve, though single readings can be large; an effect the other way counts as inactive or inconclusive. Potency means the concentration at half of the fitted maximal effect. The list is partial; the hit share may differ from the screen's.
1) CN(C)c1ccc(/C=N/NC(=O)C2COc3ccccc3O2)o1 (configuration not stated)
2) Cc1cccc(C(=O)NCC(=O)OCc2cc(=O)n3ccsc3n2)c1
3) N#CCCN(C(=O)COC(=O)c1ccc(CNS(=O)(=O)c2ccc(F)c(Cl)c2)cc1)c1ccc(F)cc1
4) O=C(N/N=C/c1c(Cl)nc2ccccn2c1=O)c1cccnc1
5) Cc1cccc(-n2nc3c(c2NC(=O)c2ccco2)CS(=O)C3)c1C (configuration not stated)
6) C/C(NCc1ccccc1)=C(\C#N)C(=O)NCc1ccccc1

Screen / compound no.	1	2	3	4	5	6
Nrf2 ARE act	-0.6%	-0.4%	-0.4%	14µM*	-0.8%	2.4%
ATXN2 expr inh	0%	-9%	4%	.	-12%	0%
MCF10A rereplic	7%	1%	17%	?	15%	2%
A549 viability	1%	2%	-3%	4%	0%	-1%
TGFb inhibitor	5%	-1%	?	?	-7%	10%
HepG2 viability	0%	16%	3%	-112%	11%	-14%
Nrf2 inh	12%	3%	-12%	?	4%	3%
EPAC2 antag	6%	8%	-1%	3%	2%	0%
S2 tox	i	i	i	i	i	i

7) Cc1c(NC(=O)c2nn(CC(C)C)c(=O)c3ccccc23)c(=O)n(-c2ccccc2)n1C
8) O=C(c1ccc2c(c1)N(Cc1ccccc1)C(=O)c1ccccc1S2(=O)=O)N1CCCC1
9) O=C(Cc1ccc(Cl)cc1)NC1CC1
10) O=C(COC(=O)/C=C/c1ccc(F)cc1)NC1CC1
11) O=S(=O)(NCc1ccccn1)c1ccccn1
12) O=C(NCc1cccc(Br)c1)C1CC(c2ccccc2C(F)(F)F)=NO1 (configuration not stated)

Screen / compound no.	7	8	9	10	11	12
Nrf2 ARE act	0.4%	3.8%	-0.8%	7.7%	-0.9%	-0.4%
ATXN2 expr inh	-8%	.	19%	2%	6%	-20%
MCF10A rereplic	-4%	.	-1%	?	-21%	?
A549 viability	-15%	-3%	-3%	1%	1%	-9%
TGFb inhibitor	-25%	.	4%	-3%	-22%	-15%
HepG2 viability	7%	-23%	-9%	-7%	-14%	5%
Nrf2 inh	-8%	-12%	6%	14%	5%	-12%
EPAC2 antag	2%	.	-3%	-8%	14%	-21%
S2 tox	i	.	i	i	i	i

13) Cc1ccccc1N1CC(C(=O)Nc2nnc(SCC(=O)Nc3nccs3)s2)CC1=O (configuration not stated)
14) COc1ccc2nc(SCC(=O)Nc3ccc(S(=O)(=O)Nc4onc(C)c4C)cc3)[nH]c2c1
15) CCOC(=O)N1CCC(NC(=O)c2cnn(-c3ccc(OC)cc3)c2C2CCN(C(=O)OC(C)(C)C)CC2)CC1
16) O=C(CN(Cc1ccccc1)C(=O)CNS(=O)(=O)c1ccc(F)cc1)NCc1ccco1
17) Nc1ccccc1-c1nnc(SCc2ccccc2F)[nH]c1=O
18) O=C1CCC(=O)N1c1ccccc1-c1ccccc1

Screen / compound no.	13	14	15	16	17	18
Nrf2 ARE act	0.3%	-0.4%	-0.3%	-0.5%	5.0%	0.2%
ATXN2 expr inh	4%	2%	.	-13%	7%	4%
MCF10A rereplic	13%	-4%	.	0%	3%	0%
A549 viability	0%	-23%	1%	0%	-3%	-1%
TGFb inhibitor	-16%	22%	?	-5%	0%	-3%
HepG2 viability	-32%	1%	-2%	-11%	10%	3%
Nrf2 inh	-7%	.	11%	-4%	-15%	4%
EPAC2 antag	-7%	-8%	.	6%	-1%	7%
S2 tox	i	i	.	i	i	i

19) NC1=NC(c2ccc(Cl)cc2)C(C(=O)c2ccccc2)N1 (configuration not stated)
20) Cc1ccc(Nc2nc(N)nc(CN3CCN(Cc4ccc5c(c4)OCO5)CC3)n2)cc1
21) Nc1cc(-c2ccc(Br)cc2)nn1Cc1ccccc1
22) CC(C)C1N(S(=O)(=O)c2ccccc2)CCN1S(=O)(=O)c1ccccc1
23) COc1ccc(-n2cc(C(=O)Nc3cc([N+](=O)[O-])ccc3OC)c3ccccc3c2=O)cc1
24) CC[C@]12c3[nH]c4cc(CCC(=O)N(C)C)ccc4c3CCN1C(=O)[C@@H](CC(=O)NCCN1CCOCC1)C[C@@H]2C(=O)N1CCN(C(=O)c2ccco2)CC1

Screen / compound no.	19	20	21	22	23	24
Nrf2 ARE act	-0.7%	4.4%	3.4%	-0.6%	2.0%[9.22 µM]	-0.7%
ATXN2 expr inh	.	-4%	-9%[11.3 µM]	19%	2%	1%
MCF10A rereplic	5.8µM*	4%	4%	6%	6%	?
A549 viability	-11%	-1%	-11%	-1%	-2%	-7%
TGFb inhibitor	?	?	-9%	1%	-33%	2%
HepG2 viability	-7%	-49%	-18%	-17%	-21%	15%
Nrf2 inh	15%	.	10µM*	?	-10%	2%
EPAC2 antag	10%	-9%	-6%	-8%	-2%	15%
S2 tox	?	i	?	i	i	i

25) O=C(NCC(c1ccco1)N1CCCC1)c1cc(=O)[nH]c2ccccc12 (configuration not stated)
26) Cc1ccc(CCC(=O)Nc2ccccc2C(=O)O)o1
27) O=C(c1cccc(S(=O)(=O)N2CCOCC2)c1)N1CCCc2ccccc21
28) O=C(OCc1ccccc1)N1CCCCC1c1c(Cl)cccc1Br (configuration not stated)
29) CC(C)c1ccc(NC(=O)Nc2nnc([C@H]3C[C@H](O)[C@@H](CO)O3)s2)cc1
30) S=c1[nH]nc([C@@H]2C[C@H]2c2ccccc2)n1-c1ccccc1Cl

Screen / compound no.	25	26	27	28	29	30
Nrf2 ARE act	0.2%	-0.5%	0.0%	-0.6%	3.5%	1.1%
ATXN2 expr inh	6%	.	-25%	-19%	22%	.
MCF10A rereplic	1%	-4%	2%	.	.	-1%
A549 viability	1%	2%	-3%	.	.	-14%
TGFb inhibitor	-1%	-4%	-3%	?	28%	-20%
HepG2 viability	0%	15%	4%	-11%	1%	-2%
Nrf2 inh	0%	-12%	0%	.	.	-14%
EPAC2 antag	-1%	23%	5%	-29%	20%	6%
S2 tox	i	.	?	i	i	i

31) CCN(CCCNC(=O)c1nn(-c2ccc(OC)c(Cl)c2)c(=O)c2c1c1ccccc1n2C)c1cccc(C)c1
32) COc1ccccc1C(c1nnnn1C(C)(C)C)N1CCCc2ccccc21 (configuration not stated)
33) CCCCC(NC(=O)c1ccccc1)C(=O)OCC(=O)N1c2ccccc2Sc2ccccc21 (configuration not stated)
34) COc1ccccc1C(=O)N1CCN(c2cccc(Cl)c2)CC1
35) O=[N+]([O-])c1cc(-c2nc(-c3ccccc3)no2)ccc1NC1CCCC1
36) O=C(CN1C(=O)COc2ccc(S(=O)(=O)N3CCOCC3)cc21)Nc1cccc(Cl)c1

Screen / compound no.	31	32	33	34	35	36
Nrf2 ARE act	2.8%	0.6%	-0.5%	-0.1%	4.1%	-0.4%
ATXN2 expr inh	0%	-2%	49%[activator]	-23%	1%	.
MCF10A rereplic	.	-10%	16%	?	.	16%
A549 viability	1%	8%	0%	?	8%	-1%
TGFb inhibitor	7%	-6%	3%	?	27%	?
HepG2 viability	-15%	-81%	-24%	-27%	-12%	8%
Nrf2 inh	8%	?	-15%	-19%	?	-21%
EPAC2 antag	.	4%	18%	-1%	.	-1%
S2 tox	i	i	i	i	i	i

# Full records, looked up by structure. Values in the order: Nrf2 ARE act	ATXN2 expr inh	MCF10A rereplic	A549 viability	TGFb inhibitor	HepG2 viability	Nrf2 inh	EPAC2 antag	S2 tox
# Entry for O=[N+]([O-])c1cc(-c2nc(-c3ccccc3)no2)ccc1NC1CCCC1 → 4.1%	1%	.	8%	27%	-12%	?	.	i
# Entry for CCN(CCCNC(=O)c1nn(-c2ccc(OC)c(Cl)c2)c(=O)c2c1c1ccccc1n2C)c1cccc(C)c1 → 2.8%	0%	.	1%	7%	-15%	8%	.	i
# Entry for CCCCC(NC(=O)c1ccccc1)C(=O)OCC(=O)N1c2ccccc2Sc2ccccc21 (configuration not stated) → -0.5%	49%[activator]	16%	0%	3%	-24%	-15%	18%	i

# (next part)
37) N#Cc1ccc(OCC(=O)NCCc2ccc(S(N)(=O)=O)cc2)cc1
38) COc1ccc(N2CCN(S(=O)(=O)c3c(C)[nH]c(C)c3C(=O)N3CCCCC3)CC2)cc1
39) Cc1ccc(C(C)(C)NC(=O)C2CCC(=O)N(CC3CCCCC3)C2)cc1 (configuration not stated)
40) CCOC(=O)Cn1cc(Cn2c3ccccc3c(=O)n2C(C)C)nn1
41) Cc1ccc(-n2nc3c(=O)n(CC(=O)NC(C)C)nc(C)c3c2C)cc1
42) CCC(C)NC(=O)CN1C(=O)NC2(CCOc3ccccc32)C1=O (configuration not stated)

Screen / compound no.	37	38	39	40	41	42
Nrf2 ARE act	0.1%	0.1%	0.2%	-1.0%	-0.7%	4.6%
ATXN2 expr inh	1%	9%	6%	5%	.	-11%
MCF10A rereplic	3%	2%	0%	.	.	-9%
A549 viability	0%	0%	0%	.	1%	0%
TGFb inhibitor	13%	17%	-6%	?	-28%	-7%
HepG2 viability	-1%	4%	-19%	-35%	3%	-2%
Nrf2 inh	2%	?	3%	.	28%	-10%
EPAC2 antag	0%	1%	-6%	7%	.	-6%
S2 tox	i	i	i	i	.	i

43) COC(=O)C1(CCSC)NC(c2ccc(O)cc2)C2C(=O)N(c3ccc4c(c3)OCCO4)C(=O)C21 (configuration not stated)
44) CCOc1ccc(Nc2oc(/C=C/c3ccc(F)cc3)nc2C#N)cc1
45) CC(C)CN(C(=O)COC(=O)CNC(=O)c1sc2ccccc2c1Cl)C1CCS(=O)(=O)C1 (configuration not stated)
46) Cc1ccc(-n2ncc3c(N4CCN(C)CC4)ncnc32)cc1C

Screen / compound no.	43	44	45	46
Nrf2 ARE act	1.1%	1.0%	0.6%	0.0%
ATXN2 expr inh	-15%	-1%	-2%	-15%
MCF10A rereplic	8%	.	11%	.
A549 viability	-3%	-15%	2%	-2%
TGFb inhibitor	3%	?	3%	17%
HepG2 viability	-11%	-19%	-10%	9%
Nrf2 inh	16%	19%	?	.
EPAC2 antag	-9%	.	6%	.
S2 tox	i	i	i	?

# High-throughput results from PubChem.
